Bioassay records: PubChem, National Center for Advancing Translational Sciences (NCATS)
p53ts 39C tox: qHTS Screen for Compounds that Selectively Target Cancer Cells with p53 Mutations: Cytotoxicity of p53ts Cells at the Nonpermissive Temperature; H1299-p53A138V viability at 39C, ATP luminescence, 24 h; Potency, µM (top dose mostly 46.1 µM), for the others: at the top dose activity change, negative = cell killing, hits mostly cytotoxic; 130,000 compounds, 1.5% hits; AID 902, 2007; further: nearly all actives have a fitted effect of over 55% in size
Imprint erasure: qHTS Assay for Compounds that Induce Erasure of Genomic Imprints; mouse ES Peg3-LacZ reporter, beta-gal luminescence, 40 h; Potency, µM (highest dose often 60.7 µM), for the others: at the top dose activity change, positive = activation, most hits filed as activators; 110,000 compounds, 0.02% hits;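 further: 0% = negative control wells on the plate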
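Imprint erasure is scored as LacZ activity from the silenced maternal Peg3 allele in feeder-free female ES cells cultured 40 h with LIF. Luminescence is normalized to in-plate negative controls and fitted to the Hill equation.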
IkB sig inh: IkB Signaling | Potency, µM (highest dose often 57.1 µM), for inactives: at the top dose IkBa stabilization activation | ABC-DLBCL IkBa-CBG/CBR dual luciferase ratio, 4 h; response scale: scaled: untreated 0%, proteasome inhibitor 100% | AID 445, 2006 | 110,000 compounds, 0.04% hits; active means well fitted curve in the direction sought with a large enough effect in the signal ratio, not every such curve was filed as active; inconclusive means small, poorly fitted or top-dose-only effect, or a change in a side signal; the % refers to the signal ratio;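 further: the direction sought is a rising ratio; 0% = basal untreated cells and 100% = reference inhibitor full response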
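Luminescence ratio of IκBα-fused green versus native red beetle luciferase in OCI-Ly3 cells, 4 h post-doxycycline with compound; red signal alone, scaled from basal (0%) to zero light (-100%), flagged nonspecific or cytotoxic effects.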
p53ts 32C tox: qHTS Screen for Compounds that Selectively Target Cancer Cells with p53 Mutations: Cytotoxicity of p53ts Cells at the Permissive Temperature; H1299-p53A138V at 32C, ATP luminescence viability, 24 h; Potency, µM (titrated, usually from 46.1 µM), without a hit: top-dose activity change, negative = cytotoxicity, usual class: cytotoxic; 130,000 compounds, 0.93% hits; AID 924, 2007;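 further: 0% = DMSO and -100% = full killing by reference compound; nearly all actives have a fitted effect of over 55% in size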
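Cells: H1299 p53ts (A138V), 600/well, pre-incubated 16–30 h at 37C. Cpd up to 46 uM, 24 h, 32C. Readout: ATPlite luminescence, 20 min RT. Normalization: DMSO vs tamoxifen 100 uM. AC50 by Hill equation.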
The depositor's hits bear a star; ? = inconclusive; / = not tested or not shown; & = joins results of further samples; [ ] = another dose, or the depositor's remark. Unless noted, the call rests on the fitted dose curve; in most records, active means well fitted curve in the direction sought with a large enough effect; inconclusive means small, poorly fitted or top-dose-only effect, or another doubt; inactive means no such curve, though single readings can be large; an effect the other way counts as inactive or inconclusive. Unless noted, on the % scale 0 is the no-effect control and ±100 the full control effect; potency means the concentration at half of the fitted maximal effect. Compounds as they come; overall some 1.7% were active at least once.

SMILES	p53ts 39C tox	Imprint erasure	IkB sig inh	p53ts 32C tox
O=C(COc1ccccc1)Nc1ccc2c(c1)nc1n2CCOC1	-9%	-20%	0.6%	?
O=C(/C=C/c1ccc(F)cc1)c1ccccc1Br	23%	/	/	-18%
O=C(O)c1ccc(C(=O)c2ccccc2C(=O)O)cc1C(=O)O	2%[9.22 µM]	0%[10.9 µM]	0.4%[11.4 µM]	-4%[9.22 µM]
O=c1c2c3nc4ccccc4nc3n(-c3ccc4c(c3)OCCO4)c2ncn1CC1CCCO1 (stereo unspecified)	11%	0%	-2.0%	12%
Cc1ccccc1CN1C(=O)C(O)(CC(=O)c2cccc(Br)c2)c2ccccc21 (stereo unspecified)	?	-27%[10.9 µM]	?	?
Cc1cc2nn(-c3ccccc3)nc2cc1NC(=O)COc1ccc(Cl)cc1	-4%	-8%[10.9 µM]	-1.1%	-3%
COc1ccc(C(=O)NCc2ccc3c(c2)CCN3C(=O)c2ccncc2)cc1	-21%	-6%[10.9 µM]	-1.3%	-4%
CCOC(=O)c1cnc(SCC(=O)Nc2nc(C)c(C)s2)nc1N	-8%	-11%	1.2%	0%
COCCn1ccc2c(OCC(=O)Nc3ccccc3F)cccc2c1=O	13%	1%[10.9 µM]	?	-8%
CN(C)CCN1C(=O)C(=O)/C(=C(/O)c2ccc(F)cc2)C1c1ccccc1 (stereo unspecified)	2%	-20%	0.9%	-2%
O=C(O)c1cc([N+](=O)[O-])ccc1NCCCc1ccccc1	10%	-62%&-58%&-63%[inhibitor]	?	-8%
CC(C)COP(=O)(c1ccc(N(C)C)cc1)C(O)c1ccccn1 (stereo unspecified)	-2%	-6%	2.4%	-3%
Cc1ccc2c(c1)N(CCC(=O)NCc1ccc(F)cc1)C(=O)CO2	7%	-8%[10.9 µM]	0.9%	4%
Cc1ccc(NC(=O)CN(C)S(=O)(=O)c2cccc3cccnc23)cc1F	-29%	10%[10.9 µM]	0.2%	-4%
COc1cccc(CNC(=O)CCC(=O)N2Cc3cccc(OC)c3Oc3ncccc32)c1OC	-5%	-12%[10.9 µM]	0.0%	4%
Cc1ccc2nc(COc3cccc(NC(=O)c4ccccc4Cl)c3)cc(=O)n2c1	-11%	-6%[10.9 µM]	1.6%	11%
c1csc(CNc2ncnc3sccc23)c1	5%	-17%	1.8%	6%
COc1ccc(-c2nnc(SCC(=O)Nc3cc(C)on3)n2N)cc1OC	2%	-9%	-0.3%	2%
Nc1nc2n(n1)C(c1ccccc1)CC(c1ccc(F)cc1)N2 (stereo unspecified)	-10%	4%	-1.5%	4%
Cc1ccsc1CN1CCc2nc(Nc3ccccc3)ncc2C1	?	-11%[10.9 µM]	?	-24%

Just IkB sig inh, p53ts 39C tox and p53ts 32C tox, for some of the entries so far:
Compound,IkB sig inh,p53ts 39C tox,p53ts 32C tox
O=C(O)c1ccc(C(=O)c2ccccc2C(=O)O)cc1C(=O)O,0.4%[11.4 µM],2%[9.22 µM],-4%[9.22 µM]
O=c1c2c3nc4ccccc4nc3n(-c3ccc4c(c3)OCCO4)c2ncn1CC1CCCO1 (stereo unspecified),-2.0%,11%,12%
Cc1ccccc1CN1C(=O)C(O)(CC(=O)c2cccc(Br)c2)c2ccccc21 (stereo unspecified),?,?,?
Cc1cc2nn(-c3ccccc3)nc2cc1NC(=O)COc1ccc(Cl)cc1,-1.1%,-4%,-3%
COc1ccc(C(=O)NCc2ccc3c(c2)CCN3C(=O)c2ccncc2)cc1,-1.3%,-21%,-4%
CCOC(=O)c1cnc(SCC(=O)Nc2nc(C)c(C)s2)nc1N,1.2%,-8%,0%
COCCn1ccc2c(OCC(=O)Nc3ccccc3F)cccc2c1=O,?,13%,-8%

Continued.
SMILES	p53ts 39C tox	Imprint erasure	IkB sig inh	p53ts 32C tox
Cc1cccc(NS(=O)(=O)c2ccc(C)c(C(=O)OCC(=O)Nc3cc(C)on3)c2)c1	-13%	-15%	?	3%
Cc1cccc(-c2noc(CNC(=O)c3ccco3)n2)c1	19%	6%[10.9 µM]	-1.9%	-7%
Cc1ccc(C)c(NC(=O)CSc2ncc3c(n2)-c2ccccc2N(Cc2ccccc2C)S3(=O)=O)c1	-5%	-1%[10.9 µM]	-0.3%	14%
CCOc1cc(C#N)c(NC(=O)c2ccco2)cc1OCC	-4%	-17%	-1.1%	9%
Cc1ccc(S(=O)(=O)N(C)Cc2cc3ccccc3[nH]c2=O)cc1	11%	-7%	-1.7%	8%
CN(C)c1ccc(CNC(=O)Cn2c(=O)oc3cc(S(=O)(=O)N4CCCCCC4)ccc32)cc1	17%	-16%[10.9 µM]	-1.8%	-1%
Cc1cccc(C(c2sc3nc(-c4ccco4)nn3c2O)N2CCN(Cc3ccccc3)CC2)c1 (stereo unspecified)	0%	14%[10.9 µM]	1.2%	-1%
Cc1ccc(C2C(C(=O)c3sc(-c4ccccc4)nc3C)=C(O)C(=O)N2CCN(C)C)o1 (stereo unspecified)	4%	-44%[inhibitor]	-6.4%	4%
O=C(NCc1nnc(SCC(=O)N2CCCc3ccccc32)n1-c1ccccc1)c1cccc2ccccc12	5%	/	/	-1%
CCc1nn(CCCC(=O)N2CCN(c3cc(Cl)ccc3C)CC2)c(=O)c2cc3occc3n12	?	-14%[10.9 µM]	?	3%
O=C(Oc1cccc(-n2cnnn2)c1)C1CCCCC1	9%	1%	-0.7%	-1%
CC1CCN(C(=O)CSc2nncn2-c2ccccn2)CC1	-16%	-1%	-1.5%	-13%
O=C(CSc1nc2ccccc2o1)Nc1nc2ccccc2s1	-4%	-19%	8.5%	1%
COc1cc(Cl)c(CC(=O)c2c[nH]c3ccccc23)cc1OC	7%[9.22 µM]	-5%[10.9 µM]	2.1%[11.4 µM]	-7%[9.22 µM]
Cc1cccc(Nc2nnc(-n3nc(C)cc3C)c3ccccc23)c1	?	-2%[10.9 µM]	-2.6%	-16%
COc1cc(NCC[C@@H]2CCCCN2)c2ncccc2c1	0%[9.22 µM]	-27%[10.9 µM]	?	-2%[9.22 µM]
CCOc1cc(S(=O)(=O)n2c(C)nc3ccccc32)ccc1F	22%	-38%[inhibitor]	-1.1%	-11%
Cc1ccc(S(=O)(=O)c2cnc(SCC(=O)Nc3ccc4c(c3)OCCO4)[nH]c2=O)cc1Cl	-9%	-14%[10.9 µM]	?	3%
O=C(Nc1nnc(C2CC(=O)N(c3ccc(Cl)cc3)C2)s1)c1ccco1 (stereo unspecified)	5%	9%[10.9 µM]	1.0%	-1%
CC1(C)Cc2c(sc3c2c(=N)n(Cc2ccco2)c(=O)n3Cc2ccc(F)cc2)CO1	-17%	2%	-0.9%	-1%
COC(=O)c1cc(NC(=O)CN2CCC(C(N)=O)(N3CCCCC3)CC2)cc(C(=O)OC)c1	10%	-20%	-1.0%	6%
O=C(Nc1ccc(F)cc1F)c1ccc(-n2cnnc2)cc1	-18%	-1%[10.9 µM]	?	-6%
CCNC(=O)N1C(CC(=O)OCC)C(=O)NC2CCCCC21 (stereo unspecified)	9%	5%	1.3%	1%
CCn1c(=O)cc(SCC(=O)Nc2cc(Cl)ccc2OC)c2ccccc21	-17%	11%[10.9 µM]	?	40%[activator]
N#Cc1c(NC(=O)CSc2nc(N)cc(=O)[nH]2)sc2c1CCCCCC2	0%	-12%	?	9%
Cc1ccc(NC(=O)CN(C)S(=O)(=O)c2cccc3cccnc23)cc1	3%	-11%	2.4%	-8%
CCOC(=O)C1C(=O)OC2(CCOC(C)(C)C2)C1C(=O)OCC (stereo unspecified)	11%	4%	-0.2%	2%
Cc1ccc(NC(=O)CN2C(=O)COc3ccc(S(=O)(=O)N4CCCCC4)cc32)cc1Cl	-4%	-14%[10.9 µM]	?	34%[activator]
COc1ccccc1N1CCN(c2ncnc3c2nc2n3CCCC2)CC1	3%	-16%[10.9 µM]	-0.2%	-4%
O=c1c(CCc2ccccc2)nc2cnc(N3CCNCC3)nc2n1CCc1ccccc1	10µM*	/	-1.9%[11.4 µM]	13µM*
Cc1ccc(S(=O)(=O)N2CCN(S(=O)(=O)c3ccc(C)cc3)C3OCCOC32)cc1 (stereo unspecified)	9%	-8%	-0.6%	15%
Oc1c(CN2CCOCC2)cc(-c2ccccc2)cc1CN1CCOCC1	-5%	-14%	0.8%	-3%
COc1ccc(N2CCN(S(=O)(=O)c3ccc(-c4coc(C)n4)cc3)CC2)cc1	?	-8%[10.9 µM]	?	2%
CC(C)(C)n1ncc2c(=O)n(CC(=O)N3CCCCCC3)cnc21	-6%	-1%	-1.8%	15%
Cc1ccc(C2CC(C(F)(F)F)n3nc(C(=O)NCc4c(C)nn(C)c4C)c(Cl)c3N2)cc1 (stereo unspecified)	17%	/	?	7%
COc1ccccc1NC(=O)Cn1c(=O)n(-c2ccc(C)cc2)c(=O)c2ccc(C(=O)NCc3ccco3)cc21	-15%	5%[10.9 µM]	5.5%	-1%
CCCN1CCC(NC(=O)Nc2ccc(F)cc2F)CC1	10%	-15%	1.1%	-6%
Clc1ccc2c(c1)N(CCCN1CCCC13CCCCC3)c1ccccc1S2	-2%[9.22 µM]	-10%[10.9 µM]	0.9%[11.4 µM]	3%[9.22 µM]
Cc1cc2nc(-c3ccc(SCC(=O)N4CCOCC4)nc3)[nH]c2cc1C	7.9µM*	-27%	?	6.3µM*
Cc1ccc2nc(-c3ccc(Cl)c(NC(=O)COc4ccc(C(C)C)cc4)c3)oc2c1	15%	-11%[10.9 µM]	1.9%	-14%
CN1CCc2c(sc3c2C(=O)NC(c2ccc(C(C)(C)C)cc2)N3)C1 (stereo unspecified)	-1%	-6%[10.9 µM]	2.6%	-9%
Cc1ccc(C)c(CN2C(=O)c3ccccc3S(=O)c3ccc(C(=O)NCCC4=CCCCC4)cc32)c1 (stereo unspecified)	-1%	-11%[10.9 µM]	1.7%	17%
CCOC(=O)C1CCCN(C(=O)c2ccccc2SCCOC)C1 (stereo unspecified)	6%	5%	-1.2%	-16%
CCCCn1nnnc1NCc1ccc(C)s1	12%	/	/	4%
CCC(C)(C)NC(=O)C(c1cccs1)N(CC1CCCO1)C(=O)Cn1nnc2ccccc21 (stereo unspecified)	21%	-6%	-0.6%	-7%
Cc1ccc(C)c(NC(=O)Cn2c(=O)n(-c3ccc(CC(=O)NCC4CCCO4)cc3)c(=O)c3ccccc32)c1 (stereo unspecified)	4%	-10%[10.9 µM]	3.8%	8%
O=C(CSc1ccccc1)N1CCN(c2ccccc2)CC1	5%	-2%	3.5%	-4%
COCCNC(=O)Cn1nc(C(F)(F)F)c(Br)c1C	-7%	/	/	4%
CCOC(=O)CSc1cn2c(n1)CCC2	43%[activator]	-8%	1.6%	13%
COc1ccc(CNC(=O)Cc2c(C)c3cc4c(C)coc4cc3oc2=O)cc1	-28%	19%[10.9 µM]	0.4%	0%
O=C(CSc1nnnn1C1CCCCC1)Nc1nc2c(s1)CCCC2	-17%	-18%	?	-10%
COC(=O)Cn1cnc2c(nnn2-c2cccc(Cl)c2)c1=O	19%	-16%	-0.5%	9%
COc1ccc(NC(=O)Cn2c(=O)n(Cc3ccco3)c(=O)c3oc4ccccc4c32)cc1Cl	-16%	4%[10.9 µM]	?	-8%
COc1ccc(S(=O)(=O)NCc2ccncc2)cc1OC	3%	-13%	0.0%	-6%
Cc1cccc(-c2noc(CSc3nc(-c4ccc(F)cc4)cc(=O)[nH]3)n2)c1	10%	4%[10.9 µM]	-0.7%	5%
O=C(c1ccco1)N1CCC[C@@]2(CCN(c3ccncc3)C2)C1	0%	/	2.1%[11.4 µM]	-5%
Cc1ccc(NC(=O)Nc2ccc3snnc3c2)cc1C	-21%	7%[10.9 µM]	4.9%	6%
CCCCCn1c(CNC(=O)CCC)nc2ccccc21	11%	-7%	0.3%	5%
O=C(c1cc(-c2cccs2)on1)N1CCCCC1	?	-71%[inhibitor]	5.5%	-20%
O=C(NCc1ccc(Cl)cc1)c1cnc2sc(N3CCOCC3)nn2c1=O	25%	-4%[10.9 µM]	-2.8%	7%

Two compounds drawn at random from those above:
SMILES	p53ts 39C tox	Imprint erasure	IkB sig inh	p53ts 32C tox
COC(=O)Cn1cnc2c(nnn2-c2cccc(Cl)c2)c1=O	19%	-16%	-0.5%	9%
Cc1ccc(NC(=O)Nc2ccc3snnc3c2)cc1C	-21%	7%[10.9 µM]	4.9%	6%
